DAX1 inh-1: DAX1 (NR0B1) inhibitors on StAR promoter, primary screen, cell-based, luminescence, SF-1 (NR5A1), full-length DAX-1 | HEK293T StAR-luciferase reporter, SF-1/DAX-1 repression relief | inhibition, % at 6.8 µM | 370,000 compounds, 1.1% hits | AID 652010, 2013;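 active = inhibition above the mean over all tested compounds plus 3 SD, cut at about 3.6% in these data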;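 also: 0% = DAX-1 cells with DMSO and 100% = cells lacking DAX-1 with DMSO; higher inhibition means more luminescence from relief of DAX-1 repression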
hgDAF12 agonist: H. glycines DAF-12 receptor agonists, primary screen, cell-based, luminescence, HEK293, GAL4 fusion, UAS-luciferase; Nuclear hormone receptor DAF-12 (Heterodera glycines), GAL4 fusion; HEK293 GAL4-hgDAF12 UAS-luciferase reporter, agonist luminescence; normalized to butyrate control; activation, % at 6.8 µM; 370,000 compounds, 1.8% hits; AID 687014, 2013;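 active = activation above a cutoff set at the mean of all screened compounds plus 3 SD, cut at about 10% in these data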;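 also: 0% = DMSO wells and 100% = sodium butyrate wells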
ssDAF12 agonist: S. stercoralis DAF-12 nuclear receptor activators, primary screen, cell-based, luminescence, HEK293, GRIP1 co-expression, lit1-tk-luc | 370,000 compounds, 1% hits | Nuclear hormone receptor DAF-12 (Strongyloides stercoralis) | activation, % at 6.8 µM | AID 652126, 2013 | HEK293 ssDAF-12/GRIP1 lit1-tk-luc reporter; % of 3 µM dafachronic acid response;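 active = activation above the mean over all tested compounds plus 3 SD, cut at about 0.9% in these data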;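 also: 0% = DMSO-only wells and 100% = 3 µM delta7-dafachronic acid wells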
MBD2 inh: inhibitors of MBD2 binding to methylated DNA, primary screen, biochemical, TR-FRET, DNA-binding domain, human; inhibition, % at 4.4 µM; AID 686964, 2013; MBD2 binding to methylated oligonucleotide; Methyl-CpG-binding domain protein 2 (Homo sapiens), Q9UBB5; 370,000 compounds, 0.31% hits; in the data active = inhibition above about 13%
PLCb3 inh: human PLC-beta3 inhibitors, primary screen, biochemical, fluorescence; Purified PLC-beta3, fluorogenic substrate; inhibition, % at 12.2 µM; 1-phosphatidylinositol 4,5-bisphosphate phosphodiesterase beta-3 (Homo sapiens), Q01970; 370,000 compounds, 0.18% hits; in the data active = inhibition above about 11%;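 also: 0% = median of compound wells on plate and 100% = full blocker control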
hcDAF-12 act: H. contortus DAF-12 nuclear receptor activators, primary screen, cell-based, luminescence, HEK293, lit1-tk-luc reporter; 370,000 compounds, 1.4% hits; AID 652067, 2013; HEK293 hcDAF-12 lit1-tk-luc reporter; 0% DMSO, 100% Δ7-dafachronic acid; activation, % at 6.8 µM;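 active = activation above the mean of all tested compounds plus 3 SD, cut at about 5.5% in these data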;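 also: 100% = response to 3 µM Δ7-dafachronic acid high control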
ADAM17 inh: ADAM17 inhibitors, primary screen, biochemical, QFRET | Disintegrin and metalloproteinase domain-containing protein 17 (Homo sapiens), P78536 | recombinant ADAM17, EDANS/DABCYL FRET peptide cleavage | inhibition, % at 6.95 µM | 370,000 compounds, 0.83% hits;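 active = inhibition above the mean of compounds lying between control limits plus 3 SD, set per campaign, cut at about 8.5% in these data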;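 also: 0% = DMSO-only wells as the low control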
PLCg1 inh: PLC-gamma1 enzyme inhibitors, primary screen, biochemical, fluorescence, purified enzyme. 1-phosphatidylinositol 4,5-bisphosphate phosphodiesterase gamma-1 (Homo sapiens), P19174. fluorogenic substrate. inhibition, % at 12.2 µM. 370,000 compounds, 0.84% hits; in the data active = inhibition above about 9.5%
SMARCA2 activ: SMARCA2 (BRM) function activators, primary screen, cell-based, luminescence, high throughput; 370,000 compounds, 1% hits; activation, % at 9.1 µM; MG213 cells, MMTV-luciferase reporter, dexamethasone, overnight; in the data active = activation above about 7.8%;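 also: 0% = vehicle wells and 100% = reference activator wells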
NR1D1 modulator: modulators of Rev-erb alpha DNA binding, primary screen, biochemical, FITC-DNA, fluorescence polarization, uHTS; activity, % at 10 µM; Rev-erbα–FITC-DNA binding, 90 min; AID 1259318, 2017; Nuclear receptor subfamily 1 group D member 1 (Homo sapiens), P20393; 370,000 compounds, 0.79% hits;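 active = activity above about 14%, limit read from the data; passing the limit was not always enough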;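 also: 0% = DMSO wells with 35 nM protein and 100% = DMSO wells with 750 nM protein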
DAX1 inh-2: DAX1 (NR0B1) inhibitors, primary screen, cell-based, HEK293, Gal4-DAX1, luciferase luminescence; HEK293 Gal4-DAX1 luciferase reporter; inhibition, % at 6.75 µM; AID 504766, 2011; 340,000 compounds, 0.99% hits;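 active = inhibition above the mean over all tested compounds plus 3 SD, cut at about 4.2% in these data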;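 also: 0% = DAX1-transfected cells with DMSO and 100% = empty-vector control cells with DMSO; inhibition shows as a rise in luminescence from relieved DAX1 repression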
* marks the source's active call; other numbers are inactive results.

What do the screens show for `CC/C(=N\NC(=O)C1CC1)c1cccc(Cl)c1`?
DAX1 inh-1: 0.3; hgDAF12 agonist: 1.6; ssDAF12 agonist: -1.3; MBD2 inh: 3.2; PLCb3 inh: -5.9; hcDAF-12 act: 1.9; ADAM17 inh: -4.8; PLCg1 inh: -1.0; SMARCA2 activ: -0.6; DAX1 inh-2: 1.1

How did O=C(c1cnccn1)N1CCc2c([nH]c3ccccc23)C1c1cccc(Cl)c1 (centres undefined) do in these assays?
DAX1 inh-1: 0.3; hgDAF12 agonist: 1.6; ssDAF12 agonist: -0.3; MBD2 inh: -5.7; PLCb3 inh: -1.2; hcDAF-12 act: 4.7; ADAM17 inh: 2.5; PLCg1 inh: 1.5; SMARCA2 activ: -2.5; NR1D1 modulator: 10.0; DAX1 inh-2: -0.6

What do the screens show for `COc1ccc(C2Nc3ccccc3C(=O)N2NS(=O)(=O)c2ccc(C)cc2)c(OC)c1` (centres undefined)?
DAX1 inh-1: 0.3; hgDAF12 agonist: 2.9; ssDAF12 agonist: -0.8; MBD2 inh: 0.9; PLCb3 inh: -223.2; hcDAF-12 act: 1.8; ADAM17 inh: -83.0; PLCg1 inh: -153.1; SMARCA2 activ: 0.1; NR1D1 modulator: -2.6; DAX1 inh-2: 4.2

How did COC(=O)C1=C(C)Nc2nc(SCc3ccccc3)[nH]c(=O)c2C1c1cccs1 (centres undefined) do in these assays?
DAX1 inh-1: -0.5; hgDAF12 agonist: -2.5; ssDAF12 agonist: -0.8; MBD2 inh: 1.4; PLCb3 inh: -3.7; hcDAF-12 act: -1.2; ADAM17 inh: -19.1; PLCg1 inh: -2.6; SMARCA2 activ: -1.9; NR1D1 modulator: -0.6; DAX1 inh-2: 0.4

How did Cc1ccccc1-n1nc(CSc2nc3ccccc3[nH]2)c(-c2ccccc2)c1N do in these assays?
DAX1 inh-1: 1.1; hgDAF12 agonist: 2.2; ssDAF12 agonist: -1.7; MBD2 inh: 4.3; PLCb3 inh: 5.5; hcDAF-12 act: -0.8; ADAM17 inh: 1.1; PLCg1 inh: 5.3; SMARCA2 activ: -1.0; NR1D1 modulator: -1.4; DAX1 inh-2: -0.5

How did Cn1c(CNc2ccc(Cl)cc2)nnc1SCCN1CCCCC1 do in these assays?
DAX1 inh-1: 0.0; hgDAF12 agonist: 0.3; ssDAF12 agonist: -0.7; MBD2 inh: -0.3; PLCb3 inh: 4.5; hcDAF-12 act: -1.7; ADAM17 inh: 0.4; PLCg1 inh: 3.4; SMARCA2 activ: 0.7; NR1D1 modulator: -2.9; DAX1 inh-2: 1.0

What do the screens show for `Cc1ccc(N(C(C)C(=O)Nc2ccccc2C(=O)N2CCOCC2)S(C)(=O)=O)cc1C` (centres undefined)?
DAX1 inh-1: -0.4; hgDAF12 agonist: 0.7; ssDAF12 agonist: -0.3; MBD2 inh: 1.6; PLCb3 inh: 1.7; hcDAF-12 act: -1.1; ADAM17 inh: -6.2; PLCg1 inh: -0.9; SMARCA2 activ: 1.2; NR1D1 modulator: 1.4; DAX1 inh-2: 2.3

What do the screens show for `O=C1[C@H]2[C@@H](c3ccc(F)cc3)N3C(=O)N(c4cccc(Cl)c4)C(=O)[C@@]3(Cc3ccc(Cl)cc3)[C@H]2C(=O)N1C1CCCCC1`?
DAX1 inh-1: -0.5; hgDAF12 agonist: 2.1; ssDAF12 agonist: -1.0; MBD2 inh: 5.2; PLCb3 inh: 5.0; hcDAF-12 act: 0.0; ADAM17 inh: -0.2; PLCg1 inh: 0.3; SMARCA2 activ: 0.6; NR1D1 modulator: -0.6; DAX1 inh-2: 0.9

Results for Cc1cccc(C)c1OCC(=O)NNC(=O)CCNC(=O)c1ccco1 ?
DAX1 inh-1: 2.0; hgDAF12 agonist: 1.4; ssDAF12 agonist: -0.9; MBD2 inh: 0.2; PLCb3 inh: -4.3; hcDAF-12 act: 2.3; ADAM17 inh: 0.9; PLCg1 inh: 0.7; SMARCA2 activ: 1.8; NR1D1 modulator: 3.2; DAX1 inh-2: 0.0

What do the screens show for `CNC(C)C(=O)NC(C(=O)NC(C)C(=O)Nc1cccc2ccccc12)C(C)C` (centres undefined)?
DAX1 inh-1: -2.9; hgDAF12 agonist: 0.0; ssDAF12 agonist: 0.5; MBD2 inh: 4.2; PLCb3 inh: -15.8; hcDAF-12 act: 1.5; ADAM17 inh: -5.8; PLCg1 inh: -5.5; SMARCA2 activ: -0.9; NR1D1 modulator: 1.8

How did O=S(=O)(NCCSc1nc2ccccc2o1)c1ccccc1 do in these assays?
DAX1 inh-1: -0.6; hgDAF12 agonist: 0.5; ssDAF12 agonist: -0.4; MBD2 inh: -1.3; PLCb3 inh: -1.4; hcDAF-12 act: -0.6; ADAM17 inh: 1.7; PLCg1 inh: 1.3; SMARCA2 activ: 0.4; NR1D1 modulator: 6.9; DAX1 inh-2: 0.1

How did CCc1ccc(C(=O)NNC(=O)c2cc(S(=O)(=O)N(C)C)ccc2N2CCCC2)cc1 do in these assays?
DAX1 inh-1: -1.7; hgDAF12 agonist: -2.8; ssDAF12 agonist: -1.4; MBD2 inh: 4.1; PLCb3 inh: -9.4; hcDAF-12 act: -1.0; ADAM17 inh: -5.4; PLCg1 inh: -0.2; SMARCA2 activ: -4.0; NR1D1 modulator: -2.7; DAX1 inh-2: 0.6

How did O=C1C2C3C=CC(C3)C2C(=O)N1CCc1ccccc1 (centres undefined) do in these assays?
DAX1 inh-1: 0.4; hgDAF12 agonist: -1.0; ssDAF12 agonist: -1.6; MBD2 inh: -1.2; PLCb3 inh: 3.0; hcDAF-12 act: -0.2; ADAM17 inh: -1.1; PLCg1 inh: 0.3; SMARCA2 activ: 1.5; NR1D1 modulator: -2.9; DAX1 inh-2: 1.4

Results for NC(=O)c1cc[n+](Cc2ccccc2Cl)cc1 ?
DAX1 inh-1: 0.8; hgDAF12 agonist: 0.7; ssDAF12 agonist: -1.1; MBD2 inh: 7.0; PLCb3 inh: -2.4; hcDAF-12 act: 1.1; ADAM17 inh: -4.4; PLCg1 inh: -2.4; SMARCA2 activ: -1.8; NR1D1 modulator: 1.6; DAX1 inh-2: -0.6

Results for CC(=O)Nc1ccc(OS(=O)(=O)c2ccc(C)cc2C)cc1 ?
DAX1 inh-1: -0.6; hgDAF12 agonist: -0.1; ssDAF12 agonist: -1.4; MBD2 inh: -6.9; PLCb3 inh: 1.1; hcDAF-12 act: -0.6; ADAM17 inh: -1.5; PLCg1 inh: 3.8; SMARCA2 activ: -5.2; NR1D1 modulator: 3.5; DAX1 inh-2: 0.1

How did CC1(c2ccc(Cl)cc2)NC(=O)N(CC(=O)NC(=O)NCc2ccco2)C1=O (centres undefined) do in these assays?
DAX1 inh-1: 1.3; hgDAF12 agonist: -1.0; ssDAF12 agonist: -1.0; MBD2 inh: -1.0; PLCb3 inh: 3.1; hcDAF-12 act: -0.9; ADAM17 inh: -1.7; PLCg1 inh: 4.4; SMARCA2 activ: -1.6; NR1D1 modulator: 1.9; DAX1 inh-2: 0.4

Results for CC(C)C(=O)C1=Cc2cccc([N+](=O)[O-])c2OC1N1CCOCC1 (centres undefined) ?
DAX1 inh-1: 1.3; hgDAF12 agonist: -1.3; ssDAF12 agonist: -1.5; MBD2 inh: -7.4; PLCb3 inh: -11.7; hcDAF-12 act: 2.2; ADAM17 inh: -5.2; PLCg1 inh: -5.5; SMARCA2 activ: 0.9; NR1D1 modulator: -9.8; DAX1 inh-2: -0.1

Results for CN(C)c1ccc(/C=N/NC(=O)COc2ccccc2)cc1 ?
DAX1 inh-1: -0.3; hgDAF12 agonist: 5.3; ssDAF12 agonist: -1.5; MBD2 inh: -2.1; PLCb3 inh: -58.5; hcDAF-12 act: 0.9; ADAM17 inh: -82.8; PLCg1 inh: -34.8; SMARCA2 activ: 3.9; NR1D1 modulator: 2.8; DAX1 inh-2: 2.0

What do the screens show for `CCC(=O)Nc1nc(C)c(C(=O)NC2CCCCC2)s1`?
DAX1 inh-1: -0.5; hgDAF12 agonist: 0.5; ssDAF12 agonist: -1.3; MBD2 inh: -1.3; PLCb3 inh: 4.5; hcDAF-12 act: -2.3; ADAM17 inh: -4.0; PLCg1 inh: 2.7; SMARCA2 activ: 3.4; NR1D1 modulator: -0.4; DAX1 inh-2: 1.5

What do the screens show for `O=C1CCC[C@H]2CC3(CC[C@]24CCCN14)OCCO3`?
hgDAF12 agonist: -1.7; ssDAF12 agonist: -1.6; MBD2 inh: -5.2; PLCb3 inh: 1.3; hcDAF-12 act: -0.1; ADAM17 inh: -4.6; PLCg1 inh: -2.8; NR1D1 modulator: -0.6

How did CCOC(=O)N1CCC(NC(=O)CSc2cc(=O)n(C)c3ccccc23)CC1 do in these assays?
DAX1 inh-1: 0.3; hgDAF12 agonist: -0.7; ssDAF12 agonist: -1.3; MBD2 inh: 1.7; PLCb3 inh: -3.5; hcDAF-12 act: -1.5; ADAM17 inh: -13.9; PLCg1 inh: 2.5; SMARCA2 activ: -3.9; NR1D1 modulator: 0.9; DAX1 inh-2: 0.1

How did Cc1ccc(CN(C)C(=O)c2cccc(S(=O)(=O)N3CCc4ccccc43)c2)cc1 do in these assays?
DAX1 inh-1: -1.4; hgDAF12 agonist: -2.9; ssDAF12 agonist: -0.6; MBD2 inh: 14.7*; PLCb3 inh: 1.4; hcDAF-12 act: -1.2; ADAM17 inh: 0.8; PLCg1 inh: 3.2; SMARCA2 activ: 0.3; NR1D1 modulator: 3.9; DAX1 inh-2: -0.5

Results for CCOC(=O)c1c(NC(=O)c2ccoc2C)sc(C(=O)N(C)C)c1C ?
DAX1 inh-1: -1.5; hgDAF12 agonist: -3.0; ssDAF12 agonist: -1.0; MBD2 inh: 1.8; PLCb3 inh: -28.4; hcDAF-12 act: -0.7; ADAM17 inh: -2.7; PLCg1 inh: -23.8; SMARCA2 activ: 0.1; NR1D1 modulator: -1.6; DAX1 inh-2: -1.4

What do the screens show for `CN(C)/C=N/C(=S)Nc1ccc(F)cc1`?
DAX1 inh-1: 0.0; hgDAF12 agonist: 2.3; ssDAF12 agonist: -0.6; MBD2 inh: 3.6; PLCb3 inh: 3.4; hcDAF-12 act: 0.6; ADAM17 inh: -0.6; PLCg1 inh: 0.8; SMARCA2 activ: 1.4; NR1D1 modulator: -2.9; DAX1 inh-2: 0.6

Compound activity (PubChem BioAssay)

Hits appear at their usual frequency; overall some 7.4% were active at least once.
